Screens: PubChem, Sanford-Burnham Center for Chemical Genomics
H9c2 TAG inh: triacylglycerol accumulation inhibition; actives 0.66% (n = 230,000); inhibition, % at 12.5 µM; H9c2 cells, Nile Red lipid (TAG) fluorescence; cells loaded with 200 µM oleic acid;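 active = pattern-corrected inhibition of lipid staining of at least 50% with the nuclear-stain viability signal not falling by more than 50%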;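 note: 0% = DMSO wells and 100% = triacsin C control wells; some results filed as inactive read as strong as hits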
H9c2 TAG inh DAPI viability: also measured in H9c2 TAG inh; calls as there; DAPI nuclei signal change (viability), lower = more cytotoxic, %;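 whole-well DAPI fluorescence read on a plate reader as a viability signal; minus 50 percent equals half of cells still viable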
Starred values were filed as active, the others as inactive; & = joins results of further samples. The list is partial. The share of hits here may be higher or lower than overall.

SMILES	H9c2 TAG inh	H9c2 TAG inh DAPI viability
COC(=O)C1=CO[C@@H](C)[C@@H]2CN3CC[C@@]4(C(=O)Nc5ccccc54)[C@@H]3C[C@H]12	-13	-3
Cn1c(NN=O)nc2ccccc21	37	-17
OC(c1ccccc1)(c1ccccc1)C1CCNCC1	18	-7
Cc1cc(C(=O)N=Nc2c(O)n(C)c3ccccc23)c(C)o1	9	-3
O=C(CNS(=O)(=O)c1cccs1)N1CCC2(CC1)OCCO2	-11	0
COc1ccc([C@@H](O)[C@@H](N)c2ccccc2)cc1	-3	-2
Cc1ccc(-n2c(-c3cccs3)nc3ccccc3c2=O)cc1	2	2
COCCNC(=O)N1[C@H]2CC[C@@H]1C(C(=O)OC)=C(c1cccc(C#N)c1)C2	11	4
Cc1ccccc1OCCCn1cc(C(=O)C(=O)N2CCOCC2)c2ccccc21	1	-4
C[C@]12CCC3C(CC[C@H]4[C@H](O)[C@H](O)CC[C@]34C)C1CC[C@@H]2O (stereo partly drawn)	-3	4
CCN(CC)P(c1n(C)cc[n+]1C)N(CC)CC	10	-4
O=C(Cc1cc(=O)oc2cc(O)ccc12)NN=Cc1ccc(N(CCCl)CCCl)cc1	4	11
COC(=O)C1=C(c2ccc(-c3ccccc3)c(F)c2)C[C@@H]2CC[C@H]1N2C(=O)NCCNC(C)=O	9	8
CCOc1ccc(N2C(=O)NC(=O)/C(=C/c3cnc(SC)nc3)C2=O)cc1	2	-1
C=C(C)C1(CCCC)C(=O)NC(=S)NC1=O	1	1
CN1C(=O)/C(=C/C=C/c2ccco2)C(=O)NC1=S	-6	10
COc1ccc(CC2=NCCc3cc(OC)c(OC)cc32)cc1OC	-22	44
COc1ccccc1OCC(=O)N1CCN(Cc2ccc3c(c2)OCO3)CC1	-6	-7
C[C@@H]1CN([C@H](C)CO)C(=O)CCCn2nncc2CO[C@@H]1CN(C)C(=O)Oc1ccccc1	2	1
Nc1cccc2c1Cc1cc([N+](=O)[O-])ccc1-2	-8	6

A portion taken from the entries so far, for reference:
SMILES	H9c2 TAG inh	H9c2 TAG inh DAPI viability
COc1ccccc1OCC(=O)N1CCN(Cc2ccc3c(c2)OCO3)CC1	-6	-7
C[C@@H]1CN([C@H](C)CO)C(=O)CCCn2nncc2CO[C@@H]1CN(C)C(=O)Oc1ccccc1	2	1
Nc1cccc2c1Cc1cc([N+](=O)[O-])ccc1-2	-8	6

(listing goes on)
SMILES	H9c2 TAG inh	H9c2 TAG inh DAPI viability
CCSc1nnc(C(N)Cc2ccccc2)o1 (stereo not drawn)	-13	-4
O=C1CCCN1C(=O)c1cncc(Br)c1	-11	-6
C[C@]12CCC3C(CC[C@H]4C[C@H](O)[C@H](O)C[C@]34C)C1CC[C@@H]2O (stereo partly drawn)	-12	6
Nc1ccc(Br)cc1	4	1
CCCc1nc2ccccc2c(=O)n1-c1ccc(OC)cc1	2	-12
O=C1NC(=O)C(=Cc2ccc(Sc3ccccc3)o2)C(=O)N1	10	-2
CC(C)(C)C(=O)OC[N+](C)(C)CCOC(=O)C(O)(c1ccccc1)C1CCCC1 (stereo not drawn)	-2	9
CCCOC(=O)c1ccc(-[n+]2c(-c3ccccc3)cc(-c3ccccc3)cc2-c2ccccc2)cc1	11	-14
CN(C)C1(CNC(=O)c2ccc(NS(=O)(=O)c3ccc(Cl)c(Cl)c3)cc2)CCCCC1	-16	6
COC(=O)C1=C(c2cccc(OCc3ccccc3)c2)C[C@@H]2CC[C@H]1N2C(=O)NCCOc1ccccc1Cl	9	1
O=C(N/N=C1/CN2CCC1CC2)c1cc2ccccc2cc1O	-1	45
C=C[C@@H]1C2=CCOC(=O)C2=CO[C@H]1O[C@@H]1O[C@H](CO)[C@@H](O)[C@H](O)[C@H]1O	7	-11
CN1CC[C@@]2(C)c3cc(O)ccc3N(C)[C@@H]12	3&1	1&-3
Oc1ccccc1-[n+]1c(-c2ccccc2)cc(-c2ccccc2)c(O)c1-c1ccccc1	-60	-7
COC(=O)C1=C(c2ccc(F)cc2OCc2ccccc2)C[C@@H]2CC[C@H]1N2C(=O)N1CCC(O)(c2ccc(Cl)cc2)CC1	8	0
CCOC(=O)c1c(/N=C/C2C(=O)NC(=O)NC2=O)sc2c1CCC2	-7	9
O=C1NS(=O)c2cc([N+](=O)[O-])cc([N+](=O)[O-])c21 (stereo not drawn)	-4	2
Cc1ccccc1N1CCN(C2CCCN(C(=O)Cc3c(C)noc3C)C2)CC1 (stereo not drawn)	-2	-1
O=c1[nH]c(=O)n(CCC2=CCCCC2)c(O)c1/C=N/Nc1cccc2ccccc12	-6	16
O=C(NCC1=C(c2cccc3ccccc23)C[C@@H]2CC[C@H]1N2Cc1ccco1)c1cccnc1	10	1
C/C(CC(c1ccccc1)c1c(O)c2ccccc2oc1=O)=N\NC(N)=S (stereo not drawn)	-10	-3
CC(C)(C)c1ccc(C(=O)C2CCCN(C3CCC3)C2)cc1 (stereo not drawn)	-3	7
NC(Cc1nc2ccccc2[nH]1)c1ccc(Cl)cc1 (stereo not drawn)	2	0
Cc1ccc(-n2c(C)cc(/C=C3\C(=O)NC(=O)N(C)C3=O)c2C)cc1C	-3	4
COc1cc2ccc(=O)oc2c2ccoc12	1	3
O=C(COC(=O)Cc1ccccc1)Nc1cc(S(=O)(=O)N2CCCCC2)ccc1Cl	-13	1
Cc1ccc(C(=O)C2CN(C)CC2C(=O)c2ccc(C)cc2)cc1 (stereo not drawn)	-18	3
Cc1ccc(O)c(C(=O)c2cc(C(=O)NCCC(C)C)c(=O)n(CCC(C)C)c2)c1	2	-2
COC1C(O)C(C)OC(OC2CCC3(C)C(CCC4C3C(O)CC3(C)C(C5=CC(=O)OC5)CCC43O)C2)C1O (stereo not drawn)	10	8
O=C(N/N=C/c1c(O)n(CCc2ccccc2)c(=O)[nH]c1=O)c1ccccc1	-1	1

Four of the compounds above, as labelled records:
structure: CC(C)(C)C(=O)OC[N+](C)(C)CCOC(=O)C(O)(c1ccccc1)C1CCCC1 (stereo not drawn)
  H9c2 TAG inh: -2
  H9c2 TAG inh DAPI viability: 9
structure: CCCOC(=O)c1ccc(-[n+]2c(-c3ccccc3)cc(-c3ccccc3)cc2-c2ccccc2)cc1
  H9c2 TAG inh: 11
  H9c2 TAG inh DAPI viability: -14
structure: CN(C)C1(CNC(=O)c2ccc(NS(=O)(=O)c3ccc(Cl)c(Cl)c3)cc2)CCCCC1
  H9c2 TAG inh: -16
  H9c2 TAG inh DAPI viability: 6
structure: COC(=O)C1=C(c2cccc(OCc3ccccc3)c2)C[C@@H]2CC[C@H]1N2C(=O)NCCOc1ccccc1Cl
  H9c2 TAG inh: 9
  H9c2 TAG inh DAPI viability: 1

Next part
SMILES	H9c2 TAG inh	H9c2 TAG inh DAPI viability
Cc1noc(C)c1CC(=O)N1CCCC(N2CCN(c3ccccc3F)CC2)C1 (stereo not drawn)	26	9
OCC12CO[C@@H]3c4ccccc4[C@H](OC1)N32 (stereo partly drawn)	3	-2
O=C(CN1C(=O)CN=C(c2ccccc2Cl)c2cc(Cl)ccc21)NCc1ccco1	1	-2
C[N+]12CN3CN(CN(C3)C1)C2	0	3
NCCc1c[nH]c2ccc(O)cc12	-5	8
COCCN1Cc2cc(=O)n3c([nH]c4ccccc43)c2C1=N	1	9
COc1cc2c(c(OC)c1O)-c1ccc(OC)c(=O)cc1C(NC(=O)C(F)(F)F)CC2 (stereo not drawn)	36	-16
COC(=O)C1=C(c2ccccc2OCc2ccccc2)C[C@@H]2CC[C@H]1N2C(=O)NCc1ccc([N+](=O)[O-])cc1	7	-15
COc1ccc(CCn2c(O)c(C=NCCCN(C)C)c(=O)[nH]c2=O)cc1OC	0	1
O=C1C2CCN(CC2)C1Cc1ccc(OCCOc2ccccc2)cc1 (stereo not drawn)	13	-2
CCC(COC(=O)NC)NC(=O)Oc1ccccc1 (stereo not drawn)	-5	-2
CN(C)CCN(CC1CCCN(Cc2ccccc2F)C1)C(=O)Cc1c(F)cccc1F (stereo not drawn)	-7	17
COC(=O)C1=C(c2ccc3ccccc3c2)C[C@@H]2CC[C@H]1N2C(=O)NCc1ccc(C(F)(F)F)cc1	40	-7
CN1CCN(c2ccc([N+](=O)[O-])c(SCCO)c2)CC1	9	-2
COc1ccccc1N1CCN(CCc2ccccc2)CC1	-10	3
CN1CC(C(=O)c2ccc(F)cc2)C(c2c(F)cccc2Cl)C1 (stereo not drawn)	-2	10
COc1ccc2c(c1)c(C(=O)CN1CCN(C)CC1)c(C)n2Cc1ccccc1	7	-2
CC(C)Oc1cccc(C(=O)C2CCCN(Cc3ccon3)C2)c1 (stereo not drawn)	11	-5
CCC(=NCc1cc(OC)cc(OC)c1)c1c(O)n(C2CCCCC2)c(=O)[nH]c1=O	2	14
CCCCn1c(O)c(C=NC2CCCCC2N)c(=O)[nH]c1=O (stereo not drawn)	-7	16
COC(=O)C1=CCCN(C)C1	1	-2
CN1[C@@H]2CCC[C@H]1CC(=O)C2	6	-10
C/C(=N\NP(=S)(c1ccccc1)c1ccccc1)c1ccc(O)cc1O	-15	-4
O=C(O)COc1ccc(Cl)cc1Cl	3	-6
O=[N+]([O-])c1ccc(N2CCNCC2)cc1N1CCCCCC1	18	-17
CCCCN1C(=O)/C(=C/C=C/c2ccco2)C(=O)NC1=S	12	0
CCCC[n+]1cc(/N=C(\[O-])OC)on1	6	-8
CCCCOc1ccc(CN2CCN(CC)CC2)cc1	-9	6
COc1cc(CN=C(C)c2c(O)n(C3CCCCC3)c(=O)[nH]c2=O)cc(OC)c1	-3	-3
CC(=O)Nc1ccc(S(=O)(=O)NC(CC(=O)N2CCC3(CC2)OCCO3)C(C)C)cc1 (stereo not drawn)	3	8
O=C1NC(=O)C(Cc2ccccc2)(Cc2ccccc2)C(=O)N1Cc1ccccc1	-25	2
COc1cccc(CN2CCN(c3ccc(F)cc3)CC2)c1OC	-5	0
Nc1nc(N)c2cnnn2n1	-7	4
Cc1cc(N(CCCl)CCCl)ccc1C=Cc1ccncn1	3	11
COc1ccc(CCNCc2sccc2C)cc1OC	-6	6
Cc1cccc(N2CCc3c2nc2ccccc2c3N)c1	-1&2	0&117
O=C(Cc1ccc([N+](=O)[O-])cc1)N1CCN(Cc2ccc3c(c2)OCO3)CC1	9	-10
COc1ccc(SCC2CN(C)CCC2c2ccc(F)cc2)cc1 (stereo not drawn)	15	-3
CN(C)c1ccc(C=C2C(=O)NC(=S)NC2=O)cc1[N+](=O)[O-]	5	10
CCN(C(=O)CN1CC=C(c2ccccc2)CC1)c1c(N)n(Cc2ccccc2)c(=O)[nH]c1=O	-5	2
CCCCCCn1c(N)c(C(=O)NCCN2CCOCC2)c2nc3ccccc3nc21	-6	82
CC(C)n1cc(C(=O)N(CC(=O)NC(C)(C)C)Cc2ccccc2)cn1	-20	8
CCc1ccc(CN2CCCC(C(=O)c3sccc3C)C2)o1 (stereo not drawn)	-10	0
O=C(O)COc1cc(Cl)c(Cl)cc1Cl	11	-7
O=C1NC(=O)C(CCc2ccncc2)(c2ccccc2)C(=O)N1	0	-7
CC(=O)O[C@H]1CC[C@]2(C)C3CC[C@@]4(C)C(C[C@@H](O)[C@@H]4O)C3[C@@H](OC(C)=O)C[C@H]2C1 (stereo partly drawn)	-2	5
